MEKK2wt PB1 HTS: modulators of MEK5 binding to wildtype MEKK2, primary screen, biochemical, multiplex bead flow cytometry, Alexa488-MEK5; Alexa488-MEK5 binding to MEKK2 WT; actives lie on both sides; Mitogen-activated protein kinase kinase kinase 2 (Homo sapiens), Q9Y2U5; binding response (% of control), % at 10 µM; 290,000 tested, 1.1% active; AID 1531, 2009; in the data active = binding response below about 67% or above about 130%
OXTR potentiator: human OXTR potentiators, primary screen, fluorescence, CHO-OTR cells, Fluo-8 calcium. 320,000 tested, 0.061% active. Oxytocin receptor (Homo sapiens), P30559. activation, % at 3 µM. Fluo-8 calcium fluorescence, potentiator mode; 0% = oxytocin EC15, 100% = EC100;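 active = activation above that plate's cutoff, the mean activation of tested compounds plus 3 SD, cut at about 6.6% in these data, passing the limit was not always enough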;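 also: 100% uses oxytocin at 75 nM as the full agonist control; some results filed as inactive read as strong as hits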
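System: human OTR in CHO cells / Also added: sub-maximal oxytocin, roughly EC15 / Control set: EC15 oxytocin low, 75 nM oxytocin high / Schedule: 6 min compound pre-incubation at room temperature, 100 s kinetic read / Compound: single-point 3.0 µM / Replication: singlicate / Technique: Fluo-8 calcium dye fluorescence / Read-out basis: % activation of max/min ratio relative to oxytocin controls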
M18AAP inhibitor: PfM18AAP inhibitors, malaria aminopeptidase, primary screen, biochemical, QFRET, recombinant enzyme | M18 aspartyl aminopeptidase (Plasmodium falciparum 3D7) | H-Glu-NHMec fluorogenic cleavage | inhibition, % at 7.35 µM | 290,000 tested, 1.2% active | AID 1822, 2009;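 active = inhibition above the campaign mean inhibition over all tested compounds plus 3 SD, cut at about 28% in these data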;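 also: 0% = plate median of test compound wells and 100% = 2 mM ZnCl2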
MEKK2mut PB1 HTS: MEK5 binding signal on mutant MEKK2 PB1, primary screen, biochemical, multiplex bead flow cytometry, Alexa488-MEK5; 290,000 tested, 0.35% active; AID 1530, 2009; Alexa488-MEK5 binding to MEKK2 mutant; percent response, % at 10 µM; in the data active = percent response above about 24%, passing the limit was not always enough; also: inactives centre near 1; some results filed as inactive read as strong as hits
OXTR ag: human OXTR agonists, primary screen, fluorescence, CHO-OTR cells, Fluo-8 calcium; Oxytocin receptor (Homo sapiens), P30559; Fluo-8 calcium fluorescence; normalized: DMSO 0%, oxytocin 100%; activation, % at 3 µM; 320,000 tested, 0.32% active;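 active = activation above the mean of all tested compounds plus 3 SD, cutoff set per screening run, cut at about 20% in these data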;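 also: peak over basal fluorescence ratio from a 100 s FLIPR kinetic read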
NALP1 inh: NALP1 inflammasome inhibitors in reconstituted yeast, colorimetric, S. cerevisiae, triplicate retest. S. cerevisiae NALP1/ASC/caspase-1 growth, X-gal OD620, 72 h. inhibition, % at 10 µM. AID 2071, 2009. 280,000 tested, 0.61% active; in the data active = inhibition mostly above about 24%, no sharp cut-off; inactive = mostly below about 32%; also: some compounds called inactive have numbers as strong as hits
GPR7 antagonist: GPR7 receptor antagonists, primary screen, cell-based, fluorescence, single concentration; 290,000 tested, 1.1% active; inhibition, % at 4.4 µM; Neuropeptides B/W receptor type 1 (Homo sapiens), P48145; GPR7-expressing cells, fluorescence antagonist assay; AID 1861, 2009; in the data active = inhibition above about 16%, passing the limit was not always enough;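 also: cells stimulated with the agonist NPW; 0% = agonist with vehicle and 100% = vehicle without agonist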
Target sequence (P48145 whole entry, looked up): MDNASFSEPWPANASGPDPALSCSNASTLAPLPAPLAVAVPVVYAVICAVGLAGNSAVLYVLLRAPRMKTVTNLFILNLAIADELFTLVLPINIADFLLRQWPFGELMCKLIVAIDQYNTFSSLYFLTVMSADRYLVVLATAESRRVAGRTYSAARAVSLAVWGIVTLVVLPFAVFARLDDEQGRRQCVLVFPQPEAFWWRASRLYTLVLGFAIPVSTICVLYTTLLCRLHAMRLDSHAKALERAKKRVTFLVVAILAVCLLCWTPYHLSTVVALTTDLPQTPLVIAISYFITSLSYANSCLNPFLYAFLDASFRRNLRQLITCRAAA
V1R ag counter: agonists of human V1a receptor, primary screen, counter-screen for OXTR agonist project, fluorescence, CHO-V1R cells; Vasopressin V1a receptor (Homo sapiens), P37288; Fluo-8 calcium fluorescence, agonist mode; 0% DMSO, 100% 3 nM vasopressin; activation, % at 3 µM; 320,000 tested, 0.25% active; AID 2797, 2010;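 active = activation above the mean activation of all tested compounds plus 3 SD, per screening run, cut at about 20% in these data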;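 also: signal is peak over basal fluorescence ratio across a 100 second FLIPR read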
Target sequence (P37288 whole entry, looked up): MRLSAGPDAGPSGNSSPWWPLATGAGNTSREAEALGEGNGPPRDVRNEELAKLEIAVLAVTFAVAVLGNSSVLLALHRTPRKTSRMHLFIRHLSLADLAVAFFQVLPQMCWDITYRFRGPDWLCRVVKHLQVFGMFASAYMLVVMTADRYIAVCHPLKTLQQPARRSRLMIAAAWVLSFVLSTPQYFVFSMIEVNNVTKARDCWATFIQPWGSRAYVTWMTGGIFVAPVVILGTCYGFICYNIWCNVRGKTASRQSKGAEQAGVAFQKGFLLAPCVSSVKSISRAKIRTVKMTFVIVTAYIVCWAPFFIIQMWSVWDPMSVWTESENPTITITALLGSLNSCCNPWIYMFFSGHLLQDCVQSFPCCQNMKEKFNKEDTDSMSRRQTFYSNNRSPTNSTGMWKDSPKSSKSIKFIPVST
GalR3 antagonist: GalR3 antagonists in HEK293 cells, primary screen, cell-based, fluorescence readout | Galanin receptor type 3 (Homo sapiens), O60755 | inhibition, % at 3 µM | HEK293 GalR3-CNG cAMP membrane potential fluorescence; galR3 body fused to GalR1 C-terminus | 360,000 tested, 0.44% active;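 active = inhibition above the screen-wide average plus 3 SD, cut at about 13% in these data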;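 also: forskolin and galanin both at EC90 stimulate the cells; cAMP rise reported by CNG channel membrane potential dye signal; 0% = forskolin plus galanin with DMSO and 100% = forskolin alone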
Target sequence (O60755 1-299 limits assumed): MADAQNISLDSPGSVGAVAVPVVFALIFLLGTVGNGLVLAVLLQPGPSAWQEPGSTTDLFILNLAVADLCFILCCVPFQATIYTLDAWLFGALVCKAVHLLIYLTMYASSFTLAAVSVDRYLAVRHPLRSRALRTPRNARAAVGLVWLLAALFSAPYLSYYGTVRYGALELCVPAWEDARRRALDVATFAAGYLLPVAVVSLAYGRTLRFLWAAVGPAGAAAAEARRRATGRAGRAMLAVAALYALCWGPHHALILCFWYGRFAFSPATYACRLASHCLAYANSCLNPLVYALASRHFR
Active calls of the source: *; . = not tested or not shown; [ ] = remark or other dose.

SMILES | MEKK2wt PB1 HTS | OXTR potentiator | M18AAP inhibitor | MEKK2mut PB1 HTS | OXTR ag | NALP1 inh | GPR7 antagonist | V1R ag counter | GalR3 antagonist
O=C(c1ccccc1Cl)N1CCn2c1nc1ccccc12 | 77 | 5 | 12 | -15 | -2.2 | -7 | 21 | -0.3 | 4
Cc1ccccc1OCCNc1cc(N2CC(C)NC(C)C2)ccc1[N+](=O)[O-] (stereo unspecified) | 198* | -7 | 4 | 47 | 20* | 24 | 39* | 14 | .
O=C(CCNC(=O)c1ccc(Cl)cc1)Nc1ccccc1N1CCCC1 | . | 5 | . | . | -2.2 | . | . | -0.8 | -3
CC(C)c1nc(C#N)c(N2CCOCC2)o1 | 105 | 0 | 0 | -1 | -0.7 | 32 | 16 | 0.1 | -3
O=C(COc1ccccc1)Nc1cccc(-c2nnc(-c3ccccc3)o2)c1 | 98 | -2 | . | 0 | -1.0 | 12 | . | 0.6 | -3
Clc1cccc(CSc2ncn(-c3ccccc3)n2)c1 | 98 | -2 | 5 | -3 | 0.1 | -35 | -6 | 2.9 | -4
CC(C)(C)c1ccc(S(=O)(=O)N2CCN(c3ccccn3)CC2)cc1 | 105 | -3 | 2 | 3 | 0.9 | 10 | -3 | -0.1 | 1
Cc1c(NC(=O)C(C)Sc2n[nH]c(N)n2)c(=O)n(-c2ccccc2)n1C (stereo unspecified) | 103 | -16 | -5 | 6 | 0.4 | 38* | 1 | 0.4 | -2
CCSc1nnc(NC(=O)COc2ccccc2[N+](=O)[O-])s1 | 101 | -6 | -3 | -4 | -0.4 | 7 | 3 | 0.0 | 6
Cn1c(=O)[nH]c(=O)c2c1nc(NN)n2CCOc1ccccc1 | 105 | -19 | 4 | 10 | -0.7 | -2 | -17 | 0.4 | -8
CC(C)C(=O)Nc1ccc2oc(-c3cc(F)c(F)cc3Cl)nc2c1 | 102 | -6 | -8 | 1 | 0.8 | 34 | 0 | 0.5 | 7
CCOC(=O)C(=O)Nc1sc(C(=O)N(CC)CC)c(C)c1C#N | 99 | -4 | 5 | -10 | 0.3 | -9 | -9 | 0.6 | 3
O=C(Nc1ccc(Cl)cc1F)C1CC1 | 99 | -5 | 6 | 0 | -2.0 | 36 | -7 | 0.2 | 6
COc1ccccc1C(=O)NCCC(=O)Nc1ncccc1O | 101 | -1 | 4 | 2 | 0.8 | 13 | -3 | 0.5 | 2
CN(CC(=O)Nc1cccc(S(=O)(=O)N2CCOCC2)c1)CC(=O)Nc1ccc(Cl)c(C(F)(F)F)c1 | . | -17 | . | . | 1.3 | . | . | 4.8 | -5
O=C(CNC(=O)c1cccc(F)c1)N/N=C/C=C/c1ccccc1 | 107 | -4 | -3 | 14 | -1.8 | 9 | -10 | -0.7 | -5
Cc1ccc(C)c(OCC(O)CN2CCN(CCN3C(=O)c4cccc5cccc(c45)C3=O)CC2)c1 (stereo unspecified) | 116 | -17 | -6 | 6 | 3.2 | 17 | -7 | 4.2 | -6
COc1ccccc1-c1cc(C(=O)Nc2c(F)cc(F)cc2Br)no1 | 95 | -7 | -3 | 9 | -1.1 | 1 | -8 | -0.1 | 1
COc1cc2c(cc1N/C=C(\C#N)c1nc(-c3ccc(F)cc3)cs1)oc1ccccc12 | 77 | -6 | 6 | -24 | -0.2 | . | -16 | 0.8 | -1
Cc1cc(C(=O)N2CC(C)CC(C)C2)c(C)o1 (stereo unspecified) | . | 0 | . | . | -0.2 | . | . | -0.1 | 1

One compound at a time, from the list above:
COc1cc2c(cc1N/C=C(\C#N)c1nc(-c3ccc(F)cc3)cs1)oc1ccccc12 is listed with MEKK2wt PB1 HTS = 77; OXTR potentiator = -6; M18AAP inhibitor = 6; MEKK2mut PB1 HTS = -24; OXTR ag = -0.2; NALP1 inh = .; GPR7 antagonist = -16; V1R ag counter = 0.8; GalR3 antagonist = -1
CCOC(=O)C(=O)Nc1sc(C(=O)N(CC)CC)c(C)c1C#N is listed with MEKK2wt PB1 HTS = 99; OXTR potentiator = -4; M18AAP inhibitor = 5; MEKK2mut PB1 HTS = -10; OXTR ag = 0.3; NALP1 inh = -9; GPR7 antagonist = -9; V1R ag counter = 0.6; GalR3 antagonist = 3

Next section
SMILES | MEKK2wt PB1 HTS | OXTR potentiator | M18AAP inhibitor | MEKK2mut PB1 HTS | OXTR ag | NALP1 inh | GPR7 antagonist | V1R ag counter | GalR3 antagonist
COc1nc(Nc2cccc(F)c2)nc(OC)n1 | 103 | 5 | 5 | -1 | -1.0 | 22 | -15 | -0.6 | -11
CC(C)NC(=O)c1c(CSc2ccccc2)noc1C(=O)NCc1ccccc1 | 91 | -2 | . | 3 | -0.2 | 16 | . | -0.9 | -3
Nc1nc2c(c(=O)[nH]1)C(c1cccc3ccccc13)C1=C(N2)c2ccccc2C1=O (stereo unspecified) | 93 | . | 14 | -3 | . | 10 | 0 | . | -3
CC(C)(C)c1ccc(Cn2ccc(-c3ccc4c(c3)OCO4)n2)cc1 | 99 | -6 | 2 | -1 | 3.3 | -62 | -10 | 4.3 | -6
COC(=O)c1ccc(-c2cc(CC3(C(=O)OC)CCN(C(=O)OC(C)(C)C)CC3)on2)cc1 | 96 | -6 | -1 | 0 | -0.1 | 39 | -9 | 2.1 | -2
COC(=O)[C@H]1C[C@@H]1[C@H](NC(=O)OCc1ccccc1)c1ccccc1 | 85 | -2 | 1 | -5 | -2.2 | 24 | -7 | -0.9 | -9
Cc1ccccc1-n1nc(C)c2c1N=C1C(Cl)=CC(Cl)=CN1C2c1ccc(C(=O)O)cc1 (stereo unspecified) | 103 | -2 | 0 | 0 | -0.8 | 20 | -14 | -0.1 | 1
Nc1ccc(Sc2nnnn2-c2ccccc2)c(Cl)c1 | -3.0*[inhibitor] | -1 | 0 | -26 | 1.5 | -15 | -7 | -0.5 | -13
COc1ccc(C)cc1S(=O)(=O)N1CCN(c2ccccc2)CC1 | 108 | 4 | -6 | 2 | -0.5 | 18 | -15 | 0.2 | -10
CC(=O)c1sc(NC(=O)COc2ccc(Br)cc2)nc1C | 92 | -10 | 1 | -11 | -0.4 | 1 | -1 | -0.2 | -3

Four entries from above, ordered by their value in NALP1 inh, smallest number first:
molecule	NALP1 inh
CC(C)(C)c1ccc(Cn2ccc(-c3ccc4c(c3)OCO4)n2)cc1	-62
Nc1ccc(Sc2nnnn2-c2ccccc2)c(Cl)c1	-15
Nc1nc2c(c(=O)[nH]1)C(c1cccc3ccccc13)C1=C(N2)c2ccccc2C1=O (stereo unspecified)	10
COc1ccc(C)cc1S(=O)(=O)N1CCN(c2ccccc2)CC1	18

New compounds follow.
SMILES | MEKK2wt PB1 HTS | OXTR potentiator | M18AAP inhibitor | MEKK2mut PB1 HTS | OXTR ag | NALP1 inh | GPR7 antagonist | V1R ag counter | GalR3 antagonist
CN(C)c1cc[n+](CC(=O)c2ccc(Br)cc2)cc1 | 91 | -4 | -7 | -14 | 0.3 | 7 | 6 | -0.6 | -5
O=C(CCCC(=O)N(CC(=O)NC1CCCCC1)c1ccccc1F)Nc1ccccn1 | 103 | -7 | -1 | 0 | -0.7 | 5 | -10 | 0.4 | -8
COc1ccc(NC(=S)N/N=C2\CC(C)(C)Oc3ccc(OC)cc32)cc1 | 110 | -6 | -8 | 1 | -2.2 | 23 | -2 | -1.2 | -1
COc1cc(C2SCC(=O)N2CCc2ccc(OC)c(OC)c2)ccc1O (stereo unspecified) | 97 | -25 | 3 | -5 | 3.8 | 11 | 6 | 5.1 | -3
CC(NC(=O)COC(=O)c1ccc(N(C)C)cc1)c1ccccc1 (stereo unspecified) | 98 | -9 | 7 | 0 | -0.7 | 7 | -9 | -0.2 | 9
COc1ccccc1NS(=O)(=O)c1cc(NC(=O)c2cc(F)c(F)c(F)c2F)ccc1N1CCOCC1 | . | -8 | . | . | 0.9 | . | . | 0.5 | -4
CCc1ccccc1NC(=O)Nc1cccc(F)c1 | 92 | -3 | 6 | -2 | 3.5 | 1 | 18 | 7.6 | -6
CCN(CC)c1nc(Nc2ccccc2)nc(Oc2ccc(=O)[nH]n2)n1 | 101 | -6 | 1 | 3 | -1.7 | -1 | -3 | -1.5 | -8
Clc1ccccc1-c1nnc2sc(-c3ccc(Br)o3)nn12 | 94 | -17 | 2 | -1 | -2.8 | -2 | 6 | -0.6 | -4
CN(CCN1CCOCC1)Cc1nc(-c2ccccc2)no1 | 93 | -10 | -4 | -9 | 0.5 | 3 | -12 | 1.9 | -3
CCOC(=O)c1cccc(C(=O)OCC)n1 | 86 | -15 | 4 | -24 | -0.8 | 7 | -12 | -0.1 | -5
CC(NC(=O)c1cccs1)C1CCCO1 (stereo unspecified) | 100 | -10 | 4 | 4 | -0.8 | 5 | -21 | -0.2 | -11
S=C1NCN(Cc2ccco2)CN1 | 103 | -8 | -1 | 2 | 0.4 | -6 | -12 | 2.1 | -2
Cc1ccc(Cl)cc1NC(=O)[C@@H]1CCC(=O)N1C1OC(=O)c2ccccc21 (stereo partly specified) | 108 | -4 | 1 | 7 | 9.4 | 13 | 4 | 9.6 | -7
O=S(=O)(c1ccc(F)c2ccccc12)N1CCCCC1 | 102 | -1 | -14 | 4 | -2.1 | 21 | -15 | -1.9 | -4
Cc1cccc(NC(=O)COC(=O)CN2CCCCCC2=O)c1C | . | 5 | . | . | 1.3 | . | . | 1.3 | -6
O=C(O)c1ccc(CS(=O)(=O)c2ccc(Br)cc2)cc1 | 64 | -2 | -7 | -8 | 1.7 | 16 | -11 | 0.4 | -11
CC(C)Oc1ccc(OCCn2c(=S)[nH]c3c(N)ncnc32)cc1 | 98 | -1 | 14 | -2 | -0.2 | 5 | -18 | 0.0 | -4
O=C(CCS(=O)(=O)c1ccccc1)OCc1ccc([N+](=O)[O-])cc1 | 100 | -6 | -1 | 3 | -0.4 | 4 | 13 | 0.0 | 0
CC(=O)Nc1cccc2ncccc12 | 99 | -6 | 1 | 1 | 0.9 | 13 | -2 | -0.1 | 2
O=C(COC(=O)c1cc([N+](=O)[O-])ccc1N1CCOCC1)Nc1c(Cl)cccc1Cl | . | -2 | . | . | 0.2 | . | . | 0.8 | -7
Cc1csc(SCc2nc3scc(-c4ccccc4)c3c(=O)[nH]2)n1 | 92 | -10 | 4 | -4 | -1.2 | 4 | -5 | 0.5 | -3
c1ccc(CNCCN2CCNCC2)nc1 | 98 | 0 | 2 | -3 | 0.5 | -17 | -21 | 0.3 | 5

The order is random, and some 4.1% of all compounds hit somewhere here.
